Bioassay records as filed in PubChem.
Hep lipid drop – modulators of hepatic lipid droplet formation. AML12 mouse hepatocytes, oleate lipid droplets, BODIPY imaging. inhibition, % at 6.5 µM. actives 0.4% (n = 240,000);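 active means lipid droplet intensity inhibited by at least 50%, with more than 500 cells counted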
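Assay system: AML12 hepatocytes (mouse); Probe or stimulus: oleic acid at 100 µM to induce lipid droplet formation; Dosing: compound at 6.5 µM only; Schedule: compound with oleate, overnight; Detection: fluorescence imaging, 20x objective, two fields per well; Measure: % inhibition of lipid droplet signal.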
Hep lipid drop cells 6.5 µM – second read-out of Hep lipid drop, no call of its own (marks repeat the call); cell count; measured here: cell count, cytotoxicity flag;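 cells counted across two imaged fields per well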
Starred values were filed as active, the others as inactive.

Compound | Hep lipid drop | Hep lipid drop cells 6.5 µM
Cc1ccc([C@@H]2[C@@H]3C(=O)N(C)C(=O)[C@@H]3[C@]3(C)C(=O)N(Cc4ccc(-c5ccccc5)cc4)CC(=O)N23)o1 | -2 | 749
Cc1ccc(NC(=O)CCC(=O)Nc2nnc(C3CCCCC3)s2)cc1 | 15 | 732
COc1ccc(S(=O)(=O)N2CCN(Cc3cc(OC)c(O)c(OC)c3)CC2)cc1 | 0 | 857
O=C(C1CCCN(Cc2ccc(Br)cc2)C1)N1CCCCC1 (configuration not stated) | 0 | 410
C=CCN(C(=O)Cn1nc(C)n2c(cc3cc(C)ccc32)c1=O)c1ccccc1 | -3 | 679
COc1ccc(-c2cc(=O)oc3c(C)c(OCC(=O)N(C)C)ccc23)cc1 | 7 | 912
COc1ccccc1-c1nnc(C2CCN(S(=O)(=O)c3ccccc3[N+](=O)[O-])CC2)o1 | 0 | 704
CCCCN(C)C(=O)c1cn(C)c2ccc(S(=O)(=O)N3CCC(C)CC3)cc2c1=O | -6 | 700
O=S(=O)(Nc1ncccn1)c1ccc(NC(=S)N2CCN(Cc3ccc(F)cc3Cl)CC2)cc1 | -2 | 836
COc1ccc(NC(=O)CN(c2ccccc2F)S(=O)(=O)c2ccc(C)cc2)c(OC)c1 | -4 | 842
Cc1ccc(C(=O)CC(=O)c2ccccc2C)c(O)c1 | -7 | 868
Cc1cc(C)cc(OCC(=O)NNC(=S)NC(=O)C2CC2)c1 | 0 | 687
C[C@H](NC(=O)N1CCn2c1nc1ccccc12)C(=O)NCc1ccc(F)cc1 | -9 | 721
Cc1cc2oc(=O)c(CC(=O)O)c(C)c2c2occ(C(C)(C)C)c12 | 6 | 411
Cc1c(OC(C)C(=O)O)ccc2c3c(c(=O)oc12)CCCC3 (configuration not stated) | -1 | 810
CCCn1c(SCC(=O)N2CCOCC2)nnc1-c1ccncc1 | -6 | 737
Cc1nc(-c2ccc(F)cc2)c(CC(=O)N2CCN(S(=O)(=O)c3ccccc3Br)CC2)s1 | -5 | 814
CCN(CC(=O)Nc1c(F)cccc1F)C(=O)c1n[nH]c2ccccc12 | -7 | 680
Cc1cccn2c(=O)c3cc(C(=O)NC4CCCC4)c(=N)n(CC4CCCO4)c3nc12 (configuration not stated) | 6 | 696
O=S(=O)(Cc1ncc(C(F)(F)F)cc1Cl)c1ccccc1 | 12 | 838
CC(CC(=O)NCCc1ccc(S(N)(=O)=O)cc1)c1ccccc1 (configuration not stated) | -1 | 829
CCOC(=O)c1cc(C)sc1NC(=O)CN1CCN(C(=O)C2CCCO2)CC1 (configuration not stated) | 14 | 679
Cc1cc(C)cc(NC(=O)[C@H](NC(=O)[C@@H]2Cc3ccccc3CN2)c2ccccc2)c1 | -17 | 700
CCC1Oc2ccc(C)cc2N(CC(=O)NC2CCCCC2)C1=O (configuration not stated) | 9 | 783
COc1ccc(CNC(=O)C2CCN(S(=O)(=O)c3ccc4c(c3)NC(=O)C(C)S4)CC2)cc1 (configuration not stated) | -20 | 754
CCOc1ccc(CCNC(=O)CCOc2cc(C)ccc2C)cc1OCC | 98* | 770*
Cc1cc(C)c(NC(=O)CSc2ccc(-c3ccccn3)nn2)c(C)c1 | -2 | 736
CC(=O)c1ccc(S(=O)(=O)N2CCc3ccccc3C2)cc1 | 1 | 796
COCCN(C(=O)CNC(=O)c1ccco1)C(C(=O)NC1CCCC1)c1ccc(OC)c(OC)c1 (configuration not stated) | -6 | 735
NS(=O)(=O)c1ccc(NC(=S)NNC(=O)c2ccc(Br)o2)cc1 | -1 | 606
COc1ccccc1C(=O)Nc1nc2ccccc2s1 | -11 | 804
CCN(C(=O)CN1C(=O)S/C(=C\c2ccc(Cl)cc2)C1=O)C1CCS(=O)(=O)C1 (configuration not stated) | 16 | 747
O=C(Nc1ccc(NC(=O)c2ccc(Cl)cc2Cl)cc1)c1ccc2c(c1)OCO2 | 9 | 862
O=C(N/N=C/c1ccc2c(c1)OCO2)c1cccc2ccccc12 | 8 | 646
O=C(NCc1ccccc1Cl)C1CCN(C(=O)c2ccco2)CC1 | 0 | 810
CC(Sc1nc2ccccc2c(=O)n1CCc1ccc(S(N)(=O)=O)cc1)C(=O)NC(N)=O (configuration not stated) | -1 | 944
C/C=C/COC(=O)C1=C(C)NC(=O)NC1c1ccc2c(c1)OCO2 (configuration not stated) | 0 | 791
COc1ccc(NC(=O)CSc2nc3c(c(=O)n(C)c(=O)n3C)n2C)c(OC)c1 | -64 | 710
CC(=O)c1c(C)[nH]c(C(=O)Nc2ccc(C)cc2Br)c1C | 8 | 784
CCc1ccc(C(=O)Nc2ccc3c(c2)n(C)c(=O)n3C)cc1 | 4 | 790
CCOC(=O)c1ccc(NC(=O)CSc2ccc(-c3ccccn3)nn2)cc1 | -1 | 690
Cc1ccc(C)c(N2CC(C(=O)OCC(=O)Nc3cc(C)on3)CC2=O)c1 (configuration not stated) | 7 | 715
Cc1c(CC(=O)NCCCC(=O)O)c(=O)oc2c(C)c3oc4c(c3cc12)CCCC4 | -64 | 649
Cc1ccc(-c2nc(SC(C)C(=O)N3CCOCC3)n[nH]2)cc1 (configuration not stated) | -7 | 737
COc1cccc(C(=O)NCCCNC(=O)c2ccco2)c1 | -17 | 823
CCc1ccc(CN(C)C(=O)c2ccc3c(=O)n4c(nc3c2)CCC4)cc1 | 26 | 831
COc1ccc(/C(C)=N/NC(=O)CNC(=O)c2ccncc2)cc1 | 3 | 853
CCOc1ccc(CNS(=O)(=O)c2cc(CN3C(=O)c4cccnc4C3=O)ccc2OC)cc1 | -11 | 672
COc1ccc(CNCc2ccncc2)c(OC)c1 | -1 | 823
N=c1c(S(=O)(=O)c2ccc(Br)cc2)cc2c(=O)n3ccccc3nc2n1Cc1ccco1 | -7 | 697

(more compounds)
Compound | Hep lipid drop | Hep lipid drop cells 6.5 µM
CN(C)CCN(C(=O)c1ccc2c(c1)OCCO2)c1nc2cc3c(cc2s1)OCO3 | -1 | 868
Cc1cccc(CC(C)NC(=O)c2oc3c(F)cccc3c2C)n1 (configuration not stated) | -17 | 839
COc1ccc(S(=O)(=O)N(C)CC(=O)N2CCCCCC2)cc1 | -16 | 789
O=C(NCCc1nnc2ccc(SCC(=O)N3CCOCC3)nn12)c1ccccc1 | 2 | 816
Cc1c(C=O)c2ccccc2n1CCOc1ccccc1F | 15 | 808
CC(C)c1ccc(NC2CCCN(C(=O)CN3CCCC3=O)C2)cc1 (configuration not stated) | 7 | 685
Cc1ccc(C)c(NC(=S)N2CCC(NC(=O)c3cccc(F)c3)CC2)c1 | -4 | 788
Cc1ccc(NC(=O)C2CCCN2C(=O)OCc2ccccc2)c(C)c1 (configuration not stated) | -6 | 849
CC1CCc2cc(F)cc3c(O)c(C(=O)NCCN(C)C)c(=O)n1c23 (configuration not stated) | -1 | 782
CCOc1ccc(C2C(C(=O)c3ccc(C)o3)=C(O)C(=O)N2Cc2cccnc2)cc1 (configuration not stated) | 17 | 688
O=c1c2cn(Cc3ccc(F)cc3)c3ccc(F)cc3c-2nn1Cc1ccc(F)cc1 | -6 | 822
CC1C(=O)N2CCCc3cc(S(=O)(=O)N4CCN(c5ccc(F)cc5)CC4)cc1c32 (configuration not stated) | -36 | 704
Cc1sc2nc(C3CC3)nc(N3CCN(C(=O)c4ccccc4F)CC3)c2c1C | 0 | 818
c1ccc(SCCOCCN2CCOCC2)cc1 | -2 | 820
CCOC(=O)N1CCN(S(=O)(=O)c2c(C)nc3sccn3c2=O)CC1 | 10 | 717
O=C(NCC1CCN(c2ccc(S(=O)(=O)N3CCOCC3)cc2)CC1)Nc1ccccc1 | 2 | 843
Cc1ccc(CCNC(=O)CCS(=O)(=O)c2cc3c(cc2C)NC(=O)CO3)cc1 | 0 | 783
Cc1cnc(NC(=O)Nc2ccc(OCc3ccccc3)cc2)c(Br)c1 | -3 | 793
Cc1sc2ncnc(SCC(=O)NC3CCCC3)c2c1C | 11 | 791
Cc1cc(Cl)c2oc(C(=O)NC(C)c3ccncn3)c(C)c2c1 (configuration not stated) | -3 | 730
Cc1ccc(OCC(=O)Nc2ccccc2C(=O)NC2CC2)cc1C | -6 | 774
CC1CCN(C2CCN(S(=O)(=O)c3ccc(C(F)(F)F)cc3)CC2)CC1 | -2 | 812
COc1ccc(CN2CCN(C(=O)CCC(=O)Nc3nnc(C(C)C)s3)CC2)cc1F | -4 | 694
O=C(Nc1nnc(Cc2ccccc2)s1)C1CCC1 | 4 | 845
C=CCn1c(=O)c(C(=O)Nc2cc(C)ccn2)c(O)c2ccccc21 | 6 | 801
CCC(C)NC(=O)c1cn(CC)c2ccc(S(=O)(=O)N3CCCCCC3)cc2c1=O (configuration not stated) | 25 | 787
COc1ccc(Nc2ncnc3sccc23)c(OC)c1 | 6 | 845
O=C(Nc1ccc(NC(=O)c2ccccc2Cl)nc1)c1ccco1 | -10 | 816
CC(C)c1ccc(C2(O)C(=O)Nc3cc(Br)ccc32)c(O)c1 (configuration not stated) | -6 | 729
O=C(Cc1ccc([N+](=O)[O-])cc1)NNC(=O)c1cccs1 | -2 | 819
CN(CC1COc2ccccc2O1)C(=O)c1cc(COc2c(F)cccc2F)on1 (configuration not stated) | -8 | 682
COc1ccc(-c2n[nH]c(=S)n2-c2ccccc2C)cc1 | -2 | 795
Cc1ccc(OCC(=O)Nc2cc(NC(=O)COc3ccc(C)c(C)c3)cc(C(=O)O)c2)cc1C | 0 | 773
CCOC(=O)c1c(SCC(=O)Nc2nc(C)cs2)nc(=O)[nH]c1C | -7 | 708
CCOc1ccccc1CNC(=O)C1Cc2cc(S(=O)(=O)N3CCCCC3)ccc2N1C(C)=O (configuration not stated) | -1 | 633
Cc1ccc(-c2cc(C(=O)N/N=C/c3ccccc3O)n[nH]2)o1 | 10 | 797
Cn1ccc(C(=O)OCC(=O)Nc2cccc(Cl)c2)n1 | 9 | 754
COc1ccccc1NC(=O)CSc1nc2ccccc2nc1N1CC(C)OC(C)C1 (configuration not stated) | -14 | 755
COc1ccc(N/C=C\C(=O)c2ccc3ccccc3c2)cc1 | 5 | 841
O=c1[nH]c2ccc(Cl)cc2c(-c2ccccc2)c1[N+](=O)[O-] | -5 | 784
COc1ccc(NC(=O)CCOc2ccc(C)cc2)c(OC)c1 | 0 | 785
COc1cccc(CN2CCN(C(=O)c3cccc(OC)c3)CC2)c1 | -6 | 861
Cc1nn(-c2ccc(N3CCOCC3)nn2)c(C)c1CCC(=O)NCc1ccc(F)cc1 | -1 | 811
Cc1cc(C)cc(NC(=O)Nc2cnccn2)c1 | 5 | 666
Cc1ccc(NC(=O)CCc2c[nH]c3ccccc23)nc1 | -30 | 634
O=C(OCC(=O)N1CCCC1=O)c1nc(Cl)c(Cl)c(Cl)c1Cl | 10 | 840
CC(=O)Nc1ccc(NC(=O)c2ccccc2N(C)S(=O)(=O)c2ccc(C)cc2)cc1 | -29 | 843
CCOC(=O)CSc1ccc(C(=O)NCCCN2CCOCC2)cc1[N+](=O)[O-] | 22 | 833
O=C(COc1c(Cl)cccc1Cl)Nc1ccccc1N1CCCC1 | 15 | 723
COc1ccccc1-c1nc(SCC(=O)Nc2cc(C)on2)c2c(=O)n(C)c(=O)n(C)c2n1 | -2 | 717

Single records, from the list above. Order of values: Hep lipid drop, Hep lipid drop cells 6.5 µM
Profile of CC1CCc2cc(F)cc3c(O)c(C(=O)NCCN(C)C)c(=O)n1c23 (configuration not stated) : -1, 782
Profile of CCc1ccc(CN(C)C(=O)c2ccc3c(=O)n4c(nc3c2)CCC4)cc1 : 26, 831
Profile of O=S(=O)(Cc1ncc(C(F)(F)F)cc1Cl)c1ccccc1 : 12, 838
Profile of C=CCn1c(=O)c(C(=O)Nc2cc(C)ccn2)c(O)c2ccccc21 : 6, 801
Profile of CC(C)c1ccc(NC2CCCN(C(=O)CN3CCCC3=O)C2)cc1 (configuration not stated) : 7, 685

Further structures.
Compound | Hep lipid drop | Hep lipid drop cells 6.5 µM
O=C(O)c1cccc(-c2ccc3c(c2)OCO3)c1 | 4 | 860
COc1ccc(CCNS(=O)(=O)c2ccc(-c3ccc(=O)[nH]n3)o2)cc1OC | 7 | 757
COc1ccccc1NC(=O)CSc1nnnn1C1CCCCC1 | 14 | 858
Cc1ccccc1C(=O)Nc1ccnn1C1CCN(C(C)Cc2ccccc2F)CC1 (configuration not stated) | -20 | 697
Cc1ccc(S(=O)(=O)c2nnn3c2nc(N2CCOCC2)c2ccccc23)cc1C | -2 | 728
CCCCCCn1nc(C(=O)N(CC(C)C)c2c(N)n(CCCC)c(=O)[nH]c2=O)c2ccccc2c1=O | -5 | 799
COCCn1c(SCC(=O)Nc2nc(C)cs2)nnc1C(C)C | -4 | 768
CC(C)c1ccc(N2C(=NC(=O)C3CC3)SC3CS(=O)(=O)CC32)cc1 (configuration not stated) | -13 | 679
CC1(C)Cc2c(cnn2-c2ccc(F)cc2)C(NC(=O)CCc2ccncc2)C1 (configuration not stated) | 9 | 684
Cc1cc(C)n(-c2ccc(NC(=O)C3CCCCN3Cc3cccc4c3OCO4)cc2)n1 (configuration not stated) | 2 | 829
COc1cccc(N2CCN(S(=O)(=O)c3ccc4c(c3)NC(=O)C(C)C(=O)N4)CC2)c1 (configuration not stated) | -1 | 751
COc1ccc(S(=O)(=O)NCC2CCC(C(=O)NCCCN3CCCC3=O)CC2)cc1 (configuration not stated) | 17 | 815
COc1ccc(CNC(=O)N2CCN(S(=O)(=O)c3ccccc3F)CC2)cc1 | -14 | 787

A second format for some results above:
Values in the order – Hep lipid drop, Hep lipid drop cells 6.5 µM
Cc1ccc(S(=O)(=O)c2nnn3c2nc(N2CCOCC2)c2ccccc23)cc1C
    -2, 728
COCCn1c(SCC(=O)Nc2nc(C)cs2)nnc1C(C)C
    -4, 768
COc1ccc(CCNS(=O)(=O)c2ccc(-c3ccc(=O)[nH]n3)o2)cc1OC
    7, 757
Cc1ccccc1C(=O)Nc1ccnn1C1CCN(C(C)Cc2ccccc2F)CC1 (configuration not stated)
    -20, 697
CC1(C)Cc2c(cnn2-c2ccc(F)cc2)C(NC(=O)CCc2ccncc2)C1 (configuration not stated)
    9, 684

An excerpt (hit frequency here may not be typical).
